Screens: PubChem, several laboratories
Tat transport = E. coli Tat transport inhibition. hit rate 0.036% among 340,000. AID 488895. E. coli MC4100 TorA-mCherry Tat export, fluorescence. inhibition, % at 10 µM;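 active means mean replicate inhibition at least 50% and at least half of replicates individually reaching 50%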;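 further: exported cargo escapes ClpAP degradation while cytoplasmic cargo is degraded and loses fluorescence; 0% = median of neutral control wells and 100% = median of NaSCN control wells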
DAGLB inhibitor = blocks human DAGLB lipase activity; Q8NCG7; HEK293T DAGLB membrane lysate, EnzChek fluorogenic substrate; inhibition, % at 5.17 µM; hit rate 0.059% among 340,000; in the data active means inhibition above about 34%;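 further: 0% = enzyme with vehicle and 100% = wells lacking enzyme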
Ecoli viability = reduces bacterial viability in AddAB counter-screen. E. coli V3065 growth, OD600 absorbance, 18 h. inhibition, % at 11.9 µM. hit rate 0.27% among 330,000. AID 449728;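 active means inhibition above the campaign's mean inhibition across all tested compounds plus 3 SD, cut at about 9.9% in these data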;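 further: uninfected addAB+ strain grown without phage in ampicillin broth; 0% = DMSO wells and 100% = ciprofloxacin 0.95 µg/ml wells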
HTR5A ag = counter-screen for OPRM1-OPRD1 agonists: human HTR5A agonism; HTR5A agonist assay, luminescence, cell-based; activation, % at 9.3 µM; AID 504692; hit rate 0.61% among 340,000; P47898; in the data active means activation mostly above about 9.5%, no sharp cut-off; inactive means mostly below about 7.6%;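 further: 0% = cells with vehicle only and 100% = reference agonist; strong numbers were not always called active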
Target sequence (P47898 whole entry, looked up): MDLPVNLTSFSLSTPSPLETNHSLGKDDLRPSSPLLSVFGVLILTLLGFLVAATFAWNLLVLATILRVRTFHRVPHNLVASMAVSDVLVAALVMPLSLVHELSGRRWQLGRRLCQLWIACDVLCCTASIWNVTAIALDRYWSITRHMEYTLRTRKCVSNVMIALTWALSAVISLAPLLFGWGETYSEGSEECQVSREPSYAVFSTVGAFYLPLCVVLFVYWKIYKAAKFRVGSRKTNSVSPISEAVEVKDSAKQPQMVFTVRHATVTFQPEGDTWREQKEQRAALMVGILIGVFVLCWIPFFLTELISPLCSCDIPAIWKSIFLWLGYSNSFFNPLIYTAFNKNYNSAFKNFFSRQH
AddAB inh = less growth of phage-infected E. coli with AddAB; E. coli expressing H. pylori AddAB, absorbance growth; AID 435030; inhibition, % at 11.9 µM; hit rate 0.29% among 330,000; in the data active means inhibition above about 12%;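 further: 0% = vehicle wells of infected cells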
CDK5 p35 inh = inhibitors of human CDK5/p35 kinase | Q00535+Q15078 | Recombinant CDK5/p35, ADP-Glo luminescence, 60 min | inhibition, % at 10 µM | hit rate 0.01% among 330,000 | AID 488839;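 active means highest replicate inhibition of at least 50% and at least 75% of replicates reaching 50%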;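 further: plate controls were DMSO neutral control for no effect and GW8510 at 10 µM for full effect; many of its hits are not listed in these tables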
HTR5A inv ctr = inverse agonist of human HTR5A in OPRM1-OPRD1 counter-screen. P47898. HTR5A cell line, luminescence, inverse agonism. hit rate 0.083% among 340,000. AID 504634. inhibition, % at 9.3 µM; in the data active means inhibition mostly above about 23%, no sharp cut-off; inactive means mostly below about 18%;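 further: 0% = cells with DMSO and 100% = no-cell wells with DMSO; some compounds called inactive have numbers as strong as hits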
PKA-R2B activ = PKA-R2B complex activation; P22694+P31323; PKA-R2B holoenzyme dissociation, Cy5-IP20 fluorescence polarization; R2B truncated from residue 108, S112A mutant; 0% DMSO only, 100% 113 µM cGMP; activation, % at 11.4 µM; hit rate 0.079% among 340,000;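 active means activation above a cutoff set at the mean over all compounds plus 3 SD, cut at about 18% in these data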;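 further: higher means more holoenzyme dissociation and a rise in polarization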
Target sequence (P31323 whole entry, looked up, other chains not shown, the tested form may be a part): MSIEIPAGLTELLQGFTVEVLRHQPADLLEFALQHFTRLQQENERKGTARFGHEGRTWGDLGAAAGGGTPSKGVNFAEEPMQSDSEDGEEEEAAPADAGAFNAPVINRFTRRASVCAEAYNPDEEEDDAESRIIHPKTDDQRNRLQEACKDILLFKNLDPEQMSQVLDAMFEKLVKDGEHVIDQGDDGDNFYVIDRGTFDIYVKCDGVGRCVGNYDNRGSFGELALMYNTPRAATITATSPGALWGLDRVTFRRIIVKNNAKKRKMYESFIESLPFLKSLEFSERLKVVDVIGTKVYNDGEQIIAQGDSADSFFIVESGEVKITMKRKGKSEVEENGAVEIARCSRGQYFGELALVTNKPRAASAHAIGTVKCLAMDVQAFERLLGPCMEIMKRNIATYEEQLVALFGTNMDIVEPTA
PKA-R1A activ = activates the PKA-R1A holoenzyme complex; P00514+P68181; PKA-R1A dissociation, Cy5-IP20 fluorescence polarization; scaled: DMSO 0%, 113 µM cGMP 100%; activation, % at 11.4 µM; hit rate 0.083% among 340,000; AID 504707;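 active means percent activation above the mean of all tested compounds plus 3 SD, cut at about 19% in these data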;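 further: higher means more PKAc released from R1A so a rise in polarization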
Mot1-301 SUMO = blocks SUMOylation pathway, rescuing yeast Mot1-301 growth; S. cerevisiae Mot1-301 growth rescue, ATP luminescence, 38.5C; percent above DMSO median, 100 means doubled; growth rescue, % at 18.8 µM; hit rate 1% among 320,000;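 active means every valid replicate shows activation above 250% relative to neutral control wells; inactive means the rest, any valid replicate at or below 250%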;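 further: OY570 slx delta 5 strain wells were the positive control but not used for scaling; some compounds called inactive have numbers as strong as hits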
phage Ecoli inh = E. coli growth loss with phage present; AID 651602; inhibition, % at 11.9 µM; growth absorbance; hit rate 0.26% among 360,000; in the data active means inhibition above about 11%
The depositor's hits bear a star; . = not tested or not shown; + = active, no number.

SMILES	Tat transport	DAGLB inhibitor	Ecoli viability	HTR5A ag	AddAB inh	CDK5 p35 inh	HTR5A inv ctr	PKA-R2B activ	PKA-R1A activ	Mot1-301 SUMO	phage Ecoli inh
Cc1cccc(NC(=O)C2c3ccccc3Oc3ccccc32)n1	-3	-4	-0.1	10	-0.3	-2.1	-13	1	1	440	3.6
Cn1nc(C(F)(F)F)c(-c2cccc(C(F)(F)F)c2)c1NC(=O)c1nccnc1C(=O)O	2	.	-0.7	.	-0.9	0.1	.	.	.	-1	2.7
CCN(CC)C(=O)COc1ccc2oc(C)c(C(=O)OC(C)C)c2c1	5	-3	0.2	2	0.8	-2.6	6	-1	-1	-7	1.7
O=S(=O)(Nc1ccccc1N1CCCCC1)c1ccccc1	4	-6	1.3	-2	-0.9	-0.9	7	-7	-9	-9	-1.8
O=C(/C=C/c1cccc([N+](=O)[O-])c1)NCCSCc1cccc(Cl)c1	-4	-4	0.3	1	1.6	-1.7	-5	-21	-9	-6	0.6
CC1CCN(S(=O)(=O)c2ccc(NC(=O)[C@@H]3CCCC[C@@H]3C(=O)O)cc2)CC1	-9	1	-2.0	-2	2.5	1.0	6	-9	2	-6	0.0
O=[N+]([O-])c1cc(/C=N/O)ccc1SCc1ccccc1	6	-1	1.2	-8	2.3	-5.5	20	1	-10	-4	-0.2
CCN1CCN(C(=O)Cn2ncc3ccsc3c2=O)CC1	4	1	2.1	-4	1.9	1.8	11	-5	-3	142	3.2
CCn1c(N2CCN(C(=O)/C=C/c3ccccc3)CC2)nc2ccccc21	-5	-3	-0.6	3	1.1	-0.6	-6	-10	-1	.	0.6
CCOC(=O)c1ccc(NC(=O)Nc2c(C)nn(C)c2C)cc1	5	-3	-0.2	1	1.8	-1.6	-6	2	2	-8	1.4
Cc1cc(C)n(CC2CC(=O)N(c3ccccc3)C2=O)n1 (stereo unspecified)	5	-5	-0.9	9	0.3	1.2	17	3	-1	-5	3.5
CCc1ccc(NC(=O)COc2ccc3c(c2)OCO3)cc1	6	-19	-0.3	2	5.8	0.0	-4	-12	-6	456	-1.0
COc1ccc2c(c1)c(C(=O)N/N=C/c1ccc(Br)cc1)c(C)n2C	-10	2	-0.3	-2	-1.4	-1.0	-44	8	-2	6	1.5
COc1ccccc1NC(=S)NCCc1ccccc1	-5	-1	0.0	0	2.8	-0.7	0	-8	-2	953	1.8
NNC(=S)Nc1cccc(-c2n[nH]c(=S)o2)c1	9	3	1.1	3	2.1	-0.4	-8	3	8	-6	2.7
COc1c(C)cccc1C(=O)Nc1cc(-c2nn3c(C)nnc3s2)ccc1C	13	1	-1.6	4	5.0	-4.0	-10	-7	-5	26	2.0
O=C(O)/C=C\c1cccc(-n2nnnc2SCc2ccccc2F)c1	18	-2	0.9	1	0.9	3.7	-3	-12	7	3	2.2
O=C(NCCc1ccc(F)cc1)C(=O)NCC1CCCN1S(=O)(=O)c1cccs1 (stereo unspecified)	0	3	-1.0	15*	0.2	0.1	-40	-9	1	48	3.0
CCNC(=S)NNC(=S)NCc1ccccc1	-5	0	1.8	-3	10	-2.6	13	2	8	-3	11*
CCC(=O)c1ccc(OCC(=O)OC(C)C(=O)N2CCc3ccccc32)cc1 (stereo unspecified)	20	-3	-2.9	0	-3.2	-6.3	-19	-1	-6	-1	0.7
Cc1cc2nc3n(c2cc1C)CC1CC(C(=O)NCc2cccc(Br)c2)N(C)C31 (stereo unspecified)	-2	1	1.7	-1	1.1	0.1	4	5	-8	102	3.4
CCSc1nnc(NC(=O)C2CCCN(S(=O)(=O)c3cnc[nH]3)C2)s1 (stereo unspecified)	6	-1	-0.1	3	3.1	-0.5	-9	-1	-4	300	3.8
C=Cn1cc[n+](CC(=O)c2ccc(C)cc2)c1	9	1	0.2	2	5.4	-0.5	-5	-2	-19	-13	1.6
O=C(CCCN1C(=O)c2ccccc2C1=O)Nc1c2c(nc3c1CCC3)CCC2	3	1	.	2	.	-0.9	-14	-1	-9	.	3.1
OC1CCN(C(c2ccc3ncccc3c2)c2nnnn2C2CCCCC2)CC1 (stereo unspecified)	-1	2	-3.4	-4	-2.2	-1.7	-15	-17	0	198	0.9
SMILES	Tat transport	DAGLB inhibitor	Ecoli viability	HTR5A ag	AddAB inh	CDK5 p35 inh	HTR5A inv ctr	PKA-R2B activ	PKA-R1A activ	Mot1-301 SUMO	phage Ecoli inh
CCCc1ccc(OCc2ccc(C(=O)Nc3cccc(C)n3)o2)c(OC)c1	-1	-20	-0.3	-5	-1.7	0.0	12	6	-10	-18	-1.2
Cc1ccccc1OCCN1C(=O)NC2(CCCc3ccccc32)C1=O (stereo unspecified)	0	1	3.1	-4	4.9	-1.8	9	-2	-5	9	3.3
Nc1ccc(S(N)(=O)=O)cc1N	-10	-4	-1.0	-1	2.6	2.3	17	-2	0	-2	0.9
Cc1ccc(COc2ccc(CNCCCN3CCCCCC3=O)cc2)cc1	-2	0	0.4	5	0.8	1.1	9	6	2	-2	0.6
N#Cc1ccccc1OCC(=O)NC(=O)NCc1ccco1	-1	0	1.8	3	-0.2	0.7	-23	-8	-5	-23	1.1
Cc1ccc(NS(=O)(=O)c2ccc(F)cc2)nc1	7	3	0.2	-6	2.2	1.0	-2	-7	-5	4	-1.8
CC(C)c1ccccc1OCC(=O)Nc1ccc2[nH]ncc2c1	6	-4	1.1	4	1.2	1.8	1	-7	8	10	-1.8
CCC(C(=O)NC1CCCCC1)N(Cc1cccs1)C(=O)CCC(=O)Nc1cc(C)on1 (stereo unspecified)	10	-2	-0.6	-3	3.4	-0.2	-3	-12	-5	7	2.4
O=C(Nc1c(C(=O)NCc2ccco2)cnn1-c1ccccc1)c1cccc(F)c1	-4	1	1.3	-3	3.4	-0.4	-7	-14	0	124	4.2
Cc1ccc(N2C(=O)N(CC(=O)Nc3cccc([N+](=O)[O-])c3C)C(=O)C2C)cc1 (stereo unspecified)	0	1	-0.2	-3	0.5	0.4	7	-2	8	4	0.7
COc1cc(Cl)ccc1OCc1cc(C(=O)N(C)Cc2cn(C)nc2C)no1	2	3	2.0	2	0.6	-1.0	-10	-1	4	-3	2.0
Cc1c(O)ccc(-c2n[nH]c(C(=O)O)c2-c2nc3ccccc3s2)c1O	-4	2	-0.5	4	-2.1	-2.1	-9	11	4	-6	-2.5
COc1ccccc1-c1sc2ccccc2c1-c1ccc2c(c1)OCO2	6	-11	0.0	3	3.4	1.7	-24	-9	0	998*	3.0
O=C(OCC(=O)N1CCOCC1)c1cc2ccccc2oc1=O	2	1	3.7	-5	2.1	-0.1	-6	-5	-4	-8	1.6
FC(F)(F)c1ccc(Nc2nnnc3ccccc23)cc1	-2	-5	-2.9	2	0.7	-0.5	-24	5	-1	-10	3.8
CC(C)N(CCO)C(=O)C(c1ccccc1)c1ccccc1	6	-2	1.7	-7	0.8	1.5	11	-4	-4	4	0.3
CNc1nc2ccccc2n(C)c1=O	11	-1	1.0	-1	2.2	-5.1	2	10	-8	49	4.2
CCOC(=O)C1CCN(C(=O)CNC(=O)c2nn(-c3ccc(OC)c(Cl)c3)c(=O)c3ccccc23)CC1	1	1	-0.6	-5	3.5	0.3	10	-4	-5	-7	-1.2
O=C(NC(=S)Nc1nc2ccccc2s1)c1cccs1	-7	-7	0.3	1	3.7	.	20	-9	-7	173	4.1
COc1ccc(-n2c(Cc3cccn3C)nnc2SCC(=O)NC2CCCC2)cc1	7	-1	-2.8	-4	7.3	1.9	12	-4	5	13	1.2
O=C(c1ccc(NS(=O)(=O)c2cccc3cccnc23)cc1)N1CCOCC1	-3	-3	0.2	2	3.9	-1.2	-22	-7	4	19	2.6
COc1cccc(CN2CCN(C(=O)c3ccc(-c4ccccc4)cc3)CC2)c1OC	-1	-2	-0.8	-2	-0.6	-0.1	2	-6	2	-9	2.5
COc1ccc(F)cc1CN1CCN(C(=O)c2ccc(S(=O)(=O)N3CCCCCC3)cc2)CC1	1	-1	.	-3	.	0.2	4	-3	-12	.	2.1
CCn1c(SCC(=O)Nc2ccc(NC(=O)c3ccco3)cc2)nnc1-c1cccs1	-3	0	-2.5	-3	-1.4	-1.3	22	-3	-9	+	2.7
O=C(CSc1nc(=O)n2ccccc2n1)NCc1ccc2c(c1)OCO2	2	2	-1.6	0	-2.2	-0.9	0	-15	5	13	3.0
O=C(NCc1ccco1)C1CCN(c2nc3ccccc3n2Cc2ccccc2F)CC1	3	-2	1.4	-2	4.8	-1.8	7	5	4	4	0.7
CCCC1(C(=O)OC)NC(c2ccc(OC)cc2OC)C2C(=O)N(c3cccc(C(C)=O)c3)C(=O)C21 (stereo unspecified)	-2	-2	0.4	0	1.5	-0.7	-2	2	-9	2	0.9
CCOC(=O)c1ccc(NC(=O)C(CC)CC)cc1	-13	-3	-0.3	3	-0.3	-0.6	-8	-3	-9	7	2.8
COC(=O)CN1C(=O)COc2ccc(Cl)cc21	-1	0	1.9	3	3.3	3.1	-8	13	-13	3	1.5
CCOc1ccccc1NCc1nnc(-c2ccccc2)o1	-13	-3	4.7	5	7.3	0.9	-22	-2	-4	158	2.2

Another view of part of the listing above:
Under each structure: Tat transport	DAGLB inhibitor	Ecoli viability	HTR5A ag	AddAB inh	CDK5 p35 inh	HTR5A inv ctr	PKA-R2B activ	PKA-R1A activ	Mot1-301 SUMO	phage Ecoli inh
COc1ccc(F)cc1CN1CCN(C(=O)c2ccc(S(=O)(=O)N3CCCCCC3)cc2)CC1
 : 1	-1	.	-3	.	0.2	4	-3	-12	.	2.1
CCn1c(SCC(=O)Nc2ccc(NC(=O)c3ccco3)cc2)nnc1-c1cccs1
 : -3	0	-2.5	-3	-1.4	-1.3	22	-3	-9	+	2.7
O=C(CSc1nc(=O)n2ccccc2n1)NCc1ccc2c(c1)OCO2
 : 2	2	-1.6	0	-2.2	-0.9	0	-15	5	13	3.0
O=C(NCc1ccco1)C1CCN(c2nc3ccccc3n2Cc2ccccc2F)CC1
 : 3	-2	1.4	-2	4.8	-1.8	7	5	4	4	0.7
CCCC1(C(=O)OC)NC(c2ccc(OC)cc2OC)C2C(=O)N(c3cccc(C(C)=O)c3)C(=O)C21 (stereo unspecified)
 : -2	-2	0.4	0	1.5	-0.7	-2	2	-9	2	0.9

Record cards, from the list above:
Listed for CCN(CC)C(=O)COc1ccc2oc(C)c(C(=O)OC(C)C)c2c1 → Tat transport = 5; DAGLB inhibitor = -3; Ecoli viability = 0.2; HTR5A ag = 2; AddAB inh = 0.8; CDK5 p35 inh = -2.6; HTR5A inv ctr = 6; PKA-R2B activ = -1; PKA-R1A activ = -1; Mot1-301 SUMO = -7; phage Ecoli inh = 1.7
Listed for COc1cccc(CN2CCN(C(=O)c3ccc(-c4ccccc4)cc3)CC2)c1OC → Tat transport = -1; DAGLB inhibitor = -2; Ecoli viability = -0.8; HTR5A ag = -2; AddAB inh = -0.6; CDK5 p35 inh = -0.1; HTR5A inv ctr = 2; PKA-R2B activ = -6; PKA-R1A activ = 2; Mot1-301 SUMO = -9; phage Ecoli inh = 2.5
